# Screening data deposited in PubChem BioAssay by several laboratories.
# rCAG binder – binders of r(CAG) RNA repeats, primary screen, biochemical, fluorescence | r(CAG) RNA repeat, TO-PRO-1 dye displacement fluorescence | inhibition, % at 3 µM | actives 1.3% (n = 370,000);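 active = inhibition above the plate cutoff, the mean of all test compounds on that plate plus 3 SD, cut at about 35% in these data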;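 note: 0% = DMSO alone and 100% = 100 µM mitoxantrone as full dye displacement; higher means more dye released from RNA so lower well fluorescence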
# Rev-erbA mod – modulators of Rev-erb alpha DNA binding, primary screen, biochemical, FITC-DNA, fluorescence polarization, uHTS. Nuclear receptor subfamily 1 group D member 1 (Homo sapiens), P20393. Rev-erbα–FITC-DNA binding, 90 min. activity, % at 10 µM. actives 0.79% (n = 370,000);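 active = activity above about 14%, limit read from the data; passing the limit was not always enough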;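 note: 0% = DMSO wells with 35 nM protein and 100% = DMSO wells with 750 nM protein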
# Target sequence (P20393 whole entry, looked up): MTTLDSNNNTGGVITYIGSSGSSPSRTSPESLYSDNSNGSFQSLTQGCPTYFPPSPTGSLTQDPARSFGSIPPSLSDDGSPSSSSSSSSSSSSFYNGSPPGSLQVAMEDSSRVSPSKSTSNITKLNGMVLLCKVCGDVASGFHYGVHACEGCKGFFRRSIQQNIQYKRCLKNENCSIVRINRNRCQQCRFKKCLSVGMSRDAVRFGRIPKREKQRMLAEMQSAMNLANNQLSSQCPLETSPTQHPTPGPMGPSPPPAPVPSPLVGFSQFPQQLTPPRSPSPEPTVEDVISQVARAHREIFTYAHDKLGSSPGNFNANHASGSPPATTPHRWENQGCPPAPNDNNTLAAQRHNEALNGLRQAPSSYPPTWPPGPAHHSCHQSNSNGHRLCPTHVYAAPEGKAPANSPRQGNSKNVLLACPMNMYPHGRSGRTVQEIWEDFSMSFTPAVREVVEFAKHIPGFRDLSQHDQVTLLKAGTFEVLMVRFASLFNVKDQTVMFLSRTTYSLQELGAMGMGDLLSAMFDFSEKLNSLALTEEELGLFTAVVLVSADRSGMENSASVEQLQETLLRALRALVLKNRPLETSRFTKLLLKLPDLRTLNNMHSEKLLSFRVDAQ
# NPR2 activator – human GC-B receptor activators, primary screen, HEK293 GC-B cells, cGMP TR-FRET, EC30 CNP. 0% at EC30 CNP, 100% saturating CNP. activation, % at 10 µM. actives 0.11% (n = 370,000). Atrial natriuretic peptide receptor 2 (Homo sapiens), P20594;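 active = activation at 10 µM reaching about 35% in either raw or pattern-adjusted values, limit read from the data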
# ABHD4 inh – ABHD4 inhibitors, primary screen, biochemical, fluorescence polarization, mouse. (Lyso)-N-acylphosphatidylethanolamine lipase (Mus musculus), Q8VD66. purified mABHD4, FP-Rh probe fluorescence polarization. inhibition, % at 8.92 µM. actives 0.54% (n = 370,000). AID 720543, 2013;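 active = inhibition exceeding the mean over every tested compound plus 3 SD, cut at about 30% in these data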;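 note: 0% = plate median of compound wells and 100% = S159A mutant with DMSO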
#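 Assay system: Wild-type mouse ABHD4 protein | Medium: HEPES pH 7.0 buffer, 150 mM NaCl, 0.01% Pluronic F-127 | Incubation: Enzyme–compound pre-incubation 45 min, then probe 60 min, both 25 °C | Technique: Fluorescence polarization with parallel and perpendicular emission, 525/598 nm | Evaluation: % inhibition of FP-Rh probe binding versus controls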
# ARFGAP1 inhibitor – inhibitors of rat ARFGAP1 GAP activity, primary screen, biochemical, fluorescence polarization, GDP tracer; ADP-ribosylation factor GTPase-activating protein 1 (Rattus norvegicus), Q62848; Arfgap1-stimulated ARF1 GTP hydrolysis, GDP FP detection; actives 0.26% (n = 360,000); inhibition, % at 16.5 µM;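 active = inhibition above a per-plate limit, mean inhibition of low control wells plus 3 SD, cut at about 25% in these data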;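 note: 0% = DMSO wells with enzyme and 100% = wells lacking Arfgap1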
#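 Replicates: Single well per compound | Assay system: Truncated rat Arfgap1 GAP domain | Control set: No-Arfgap1 wells (100%) versus DMSO full-reaction wells (0%) | Times: Enzyme reaction 120 min at 25 °C after 20 min preincubation | Reagent: Human ARF1(Δ1-17)-GTP substrate | Measured by: Tracer-displacement fluorescence polarization with EDTA stop, 620/688 nm | Measure: Percent inhibition of Arfgap1-stimulated GTP hydrolysis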
# ASAP1 GAP inh – inhibitors of human ASAP1 ArfGAP activity, primary screen, biochemical, fluorescence polarization; Arf-GAP with SH3 domain, ANK repeat and PH domain-containing protein 1 (Homo sapiens), …; ASAP1-stimulated ARF1 GTP hydrolysis, GDP FP detection; inhibition, % at 16.5 µM; actives 0.19% (n = 360,000); AID 624377, 2012; in the data active = inhibition above about 25%;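 note: 0% = vehicle with enzyme and substrate and 100% = no enzyme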
# Target sequence (Q9ULH1 325-724 limits assumed): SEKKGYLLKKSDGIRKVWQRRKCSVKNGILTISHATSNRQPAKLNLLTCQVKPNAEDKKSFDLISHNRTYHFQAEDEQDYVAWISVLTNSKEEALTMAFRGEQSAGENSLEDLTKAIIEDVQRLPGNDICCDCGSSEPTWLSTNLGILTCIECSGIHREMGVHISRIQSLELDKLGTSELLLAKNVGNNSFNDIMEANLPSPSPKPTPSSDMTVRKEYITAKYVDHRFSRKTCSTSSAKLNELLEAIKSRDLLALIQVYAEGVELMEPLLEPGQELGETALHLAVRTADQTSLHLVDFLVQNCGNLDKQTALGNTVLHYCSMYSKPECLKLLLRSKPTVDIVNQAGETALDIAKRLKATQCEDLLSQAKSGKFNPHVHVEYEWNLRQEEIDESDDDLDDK
# SMARCA2 activ – SMARCA2 (BRM) function activators, primary screen, cell-based, luminescence, high throughput; activation, % at 9.1 µM; MG213 cells, MMTV-luciferase reporter, dexamethasone, overnight; actives 1% (n = 370,000); in the data active = activation above about 7.8%;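 note: 0% = vehicle wells and 100% = reference activator wells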
# PG9 binder – binders of HIV-1 gp120 antibody PG9, primary screen, biochemical, TR-FRET | HIV-1 gp120 / PG9 antibody interaction | TR-FRET gp120-PG9 antibody binding | inhibition, % at 6.7 µM | actives 0.43% (n = 360,000) | AID 624416, 2012; in the data active = inhibition above about 8.5%
# HTRA1 inh – HTRA1 serine protease inhibitors, primary screen, biochemical, fluorescence polarization, HTS. actives 0.5% (n = 340,000). AID 504803, 2011. recombinant HTRA1, FP-rhodamine activity-based probe. inhibition, % at 5.96 µM; in the data active = inhibition above about 36%;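 note: 0% = enzyme with DMSO and 100% = wells lacking enzyme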
# GC-A act – GC-A stimulated cGMP production enhancers – HEK293 GC-A cells, cGMP TR-FRET, EC30 ANP, primary screen; Atrial natriuretic peptide receptor 1 (Homo sapiens), P16066; 0% at EC30 ANP, 100% saturating ANP; activation, % at 10 µM; actives 0.14% (n = 370,000); AID 1671463, 2021; in the data active = activation above about 40%
# Starred values were filed as active, the others as inactive; / = no result given.
[1] Cc1ccc(Nc2nc(N)c([N+](=O)[O-])c(N3CCOCC3)n2)cc1
[2] COCCN(C(=O)COC(=O)c1ccc(Br)o1)c1c(N)n(Cc2ccccc2)c(=O)[nH]c1=O
[3] CC1CN(c2ccc([N+](=O)[O-])c(NCCOc3ccccc3)c2)CCN1 (centres undefined)
[4] CC(=O)C(C(C)=O)C(c1ccccc1)c1nc2ccccc2[nH]c1=O (centres undefined)
[5] Nc1c(-c2ccccc2)cnn1-c1cccc([N+](=O)[O-])c1
[6] CCCCCn1cnc2c(sc3nc4c(cc32)CSC(C)(C)C4)c1=O
[7] O=C(Nc1ccccn1)c1ccco1
[8] CCCS(=O)(=O)N1CCC(C(=O)NCCCOC(C)C)CC1

compound no.	1	2	3	4	5	6	7	8
SMARCA2 activ	0.7	-7.0	2.2	1.6	4.0	0.1	2.3	-0.6
PG9 binder	-0.8	2.0	-1.3	2.2	-1.6	1.4	-0.8	0.2
ASAP1 GAP inh	1.3	13.4	3.7	-5.1	-3.2	5.6	12.4	-0.1
GC-A act	1.0	-0.1	43.5*	-8.1	-0.2	6.2	-0.7	6.4
ARFGAP1 inhibitor	3.2	10.3	3.9	2.8	9.1	-2.5	3.8	2.8
Rev-erbA mod	-7.4	-1.4	0.5	1.3	-1.1	3.5	1.7	4.0
HTRA1 inh	-2.7	-0.3	-7.5	4.3	-2.1	-17.3	4.3	3.9
ABHD4 inh	6.6	0.2	-9.4	0.9	3.9	5.2	1.9	4.2
rCAG binder	-0.7	0.5	18.4	1.2	-0.1	-1.5	0.9	1.9
NPR2 activator	1.0	-3.8	22.1	-11.4	2.8	8.7	1.4	7.3

# Only ABHD4 inh, for three of the compounds above:
no.	molecule	ABHD4 inh
3	CC1CN(c2ccc([N+](=O)[O-])c(NCCOc3ccccc3)c2)CCN1 (centres undefined)	-9.4
4	CC(=O)C(C(C)=O)C(c1ccccc1)c1nc2ccccc2[nH]c1=O (centres undefined)	0.9
5	Nc1c(-c2ccccc2)cnn1-c1cccc([N+](=O)[O-])c1	3.9

# Shown with values under each structure: 3 of the compounds above.
# Values run as follows: SMARCA2 activ	PG9 binder	ASAP1 GAP inh	GC-A act	ARFGAP1 inhibitor	Rev-erbA mod	HTRA1 inh	ABHD4 inh	rCAG binder	NPR2 activator
4: CC(=O)C(C(C)=O)C(c1ccccc1)c1nc2ccccc2[nH]c1=O (centres undefined)
 : 1.6	2.2	-5.1	-8.1	2.8	1.3	4.3	0.9	1.2	-11.4
5: Nc1c(-c2ccccc2)cnn1-c1cccc([N+](=O)[O-])c1
 : 4.0	-1.6	-3.2	-0.2	9.1	-1.1	-2.1	3.9	-0.1	2.8
6: CCCCCn1cnc2c(sc3nc4c(cc32)CSC(C)(C)C4)c1=O
 : 0.1	1.4	5.6	6.2	-2.5	3.5	-17.3	5.2	-1.5	8.7

# More records follow:
[9] O=c1sc(N2CCN(c3ccc(F)cc3)CC2)nc2ccsc12
[10] COc1ccc(NC(=O)c2oc3ccccc3c2NC(=O)C2CCCO2)cc1OC (centres undefined)
[11] CSCc1ccc(C(=O)NC(C)c2ccc(-n3ccnc3)cc2)cc1 (centres undefined)
[12] C=CCSc1nncn1/N=C/c1ccc(OC)cc1
[13] CCn1cc(C2C(C(=O)Nc3cc(C)ccn3)=C(C)NC3=C2C(=O)CC(C)(C)C3)c(C)n1 (centres undefined)
[14] Cc1ccc2oc(Nc3nc(-c4ccccc4)cc(=O)[nH]3)nc2c1
[15] CCOC(=O)[C@@H]1[C@H]2COc3ccccc3[C@@H]2N2C(=O)N(c3ccc(C(F)(F)F)cc3)C(=O)[C@@]12C
[16] CC1=C(C#N)C(c2cn(-c3ccccc3)nc2-c2cccs2)C(C#N)=C(C)N1

compound no.	9	10	11	12	13	14	15	16
SMARCA2 activ	1.8	3.5	-1.8	0.6	-3.6	1.7	0.0	-3.7
PG9 binder	23.4*	-0.7	-0.6	-1.2	2.2	-0.9	-0.5	-2.9
ASAP1 GAP inh	-7.1	-2.9	1.9	0.7	-9.9	3.2	24.7	12.0
GC-A act	-3.6	6.7	-1.6	0.1	-0.8	-0.8	-2.3	-18.1
ARFGAP1 inhibitor	-0.5	0.9	-6.1	4.3	-3.5	0.5	6.0	3.8
Rev-erbA mod	146.1*	3.4	-0.6	1.9	-0.2	-25.9	-6.8	-2.1
HTRA1 inh	-1.4	-9.0	0.7	-4.8	-6.1	/	-26.9	-12.9
ABHD4 inh	5.8	-1.1	0.5	-11.1	-0.2	-3.5	6.1	-13.2
rCAG binder	1.1	-3.1	-6.7	-3.2	-3.0	21.1	-7.7	3.3
NPR2 activator	-7.7	2.3	-6.0	2.8	6.9	1.1	3.8	-11.0

[17] Cc1cc(NCCCN2CCOCC2)n2ncc(-c3ccccc3)c2n1
[18] CCCCN(Cc1nc2ccccc2c(=O)[nH]1)C(=O)COc1ccc(F)cc1Cl
[19] Cc1cccc(NC(=O)CCc2nc3sc4c(c3c(=O)[nH]2)CCCC4)n1
[20] Cc1ccccc1OCC(=O)Nc1ccc(Cc2ccncc2)cc1
[21] Cc1cc(C)n(CC(=O)c2ccc(Br)cc2)c(=O)c1C#N
[22] O=C(COc1ccccc1)Nc1ccc(OC(F)(F)C(F)F)c(NC(=O)COc2ccccc2)c1
[23] CCCCSc1nc(CCC)cc(=O)[nH]1
[24] O=C(CC(=O)NCc1ccc(Cl)cc1)NCc1ccccc1

compound no.	17	18	19	20	21	22	23	24
SMARCA2 activ	4.5	-2.0	2.2	-5.9	-1.1	-0.6	-1.8	-1.0
PG9 binder	-2.6	-1.5	0.7	-0.7	1.5	0.2	0.3	-3.1
ASAP1 GAP inh	1.6	-7.5	-17.8	19.3	10.1	8.2	1.2	-2.2
GC-A act	5.5	-3.7	-0.4	-1.7	0.2	2.9	6.0	1.2
ARFGAP1 inhibitor	-0.2	-10.8	3.6	4.1	-2.6	5.5	6.0	2.7
Rev-erbA mod	6.0	-0.7	-9.0	-4.3	-4.7	-3.4	-1.3	4.8
HTRA1 inh	0.8	-5.0	-15.5	-4.4	0.1	-3.3	-2.2	3.2
ABHD4 inh	6.8	5.0	-3.3	-8.7	-5.1	-1.9	-10.5	-10.2
rCAG binder	-6.2	5.9	4.8	-1.0	4.4	-0.3	1.5	-1.9
NPR2 activator	-0.1	-8.8	-0.4	0.7	-3.2	1.8	5.2	3.6

[25] CCOC(=O)C(=Nc1ccc(Cl)cc1)NO
[26] CN(C)c1ccc(CN(C(=O)C2COc3ccccc3O2)C2CCS(=O)(=O)C2)cc1 (centres undefined)
[27] COc1ccc(CCN2C(=O)CCC2(C)c2nnnn2-c2c(C)cccc2C)cc1OC (centres undefined)
[28] CCOc1ccc(Nc2c3c(nc4ncnn24)CC(C)CC3)cc1 (centres undefined)
[29] C[C@H](CO)N1C[C@H](C)[C@@H](CN(C)C(=O)Nc2ccccc2)Oc2ccc(NS(=O)(=O)c3cn(C)cn3)cc2C1=O
[30] O=C(COC(=O)C1=COCCO1)Nc1c(F)cccc1F
[31] CCOCc1nnc(NC(=O)COc2ccc3c(c2)OCO3)s1
[32] O=S(=O)(c1cccc2cccnc12)N1CCN(c2ccccc2)CC1

compound no.	25	26	27	28	29	30	31	32
SMARCA2 activ	-3.0	-2.5	-1.0	1.8	1.0	0.5	-3.3	3.6
PG9 binder	-10.0	-0.3	-1.1	-1.4	1.9	0.5	-1.8	-1.3
ASAP1 GAP inh	-2.0	0.0	11.2	10.0	4.0	1.4	0.9	-6.4
GC-A act	-3.4	-5.3	-0.6	-6.3	2.7	0.7	-0.2	-4.2
ARFGAP1 inhibitor	-11.4	-1.1	3.1	1.3	1.9	11.9	7.9	-1.8
Rev-erbA mod	1.9	-3.4	3.1	-1.0	-1.3	6.0	0.7	4.9
HTRA1 inh	-1.6	0.0	/	-2.9	-0.2	4.0	-6.7	3.1
ABHD4 inh	2.7	2.0	3.1	4.9	-4.3	3.7	0.2	0.0
rCAG binder	-5.4	1.3	-0.2	-0.8	2.1	2.3	3.3	-2.6
NPR2 activator	9.6	-9.3	-4.0	-7.6	2.3	11.7	-1.0	2.2

[33] O=C(O)C1OC(Oc2cc3oc(-c4ccccc4)cc(=O)c3c(O)c2O)C(O)C(O)C1O (centres undefined)
[34] Cc1ccc(NS(=O)(=O)N2CCOCC2)cc1Cl
[35] CC1CCCC(NC(=O)COC(=O)c2ccc3ncsc3c2)C1C (centres undefined)
[36] O=C(O)c1ccc(NS(=O)(=O)c2ccc(Cl)cc2)cc1
[37] CCOc1ccc(NC(=O)COC(=O)c2ncc(Cl)c(Cl)c2Cl)cc1
[38] OCCC1CN(Cc2cc(F)ccc2F)CCN1CCCc1ccccc1 (centres undefined)
[39] COc1ccccc1N1CCN(S(=O)(=O)c2ccc3c(c2)n(C)c(=O)c(=O)n3C)CC1
[40] CC(C)(C)c1ccc(OCCC(=O)OCC(=O)Nc2cccnc2Cl)cc1
[41] C=CCOC(=O)/C(=C/c1cccc2ccccc12)NC(=O)c1ccccc1
[42] CC(C)NC(=O)N(C)C[C@H]1Oc2c(NC(=O)C3CCCCC3)cccc2C(=O)N([C@H](C)CO)C[C@@H]1C

compound no.	33	34	35	36	37	38	39	40	41	42
SMARCA2 activ	3.4	-3.2	-2.7	-1.8	1.4	1.4	6.5	1.8	2.8	2.7
PG9 binder	-4.4	1.3	1.6	-0.2	-1.5	-0.8	/	-2.9	-1.8	-0.6
ASAP1 GAP inh	12.2	2.2	-1.5	0.7	-6.4	-3.6	/	-7.2	-2.3	-1.8
GC-A act	-3.4	-3.9	-0.7	4.2	-3.5	2.4	2.7	0.6	-8.5	0.4
ARFGAP1 inhibitor	-7.6	-0.8	2.5	3.6	9.9	3.8	/	-2.4	10.8	-3.9
Rev-erbA mod	2.0	1.2	-5.9	0.1	9.3	1.7	4.9	2.6	1.7	-1.8
HTRA1 inh	44.6*	-4.2	2.3	1.4	-2.2	9.8	/	-3.0	-28.2	-1.7
ABHD4 inh	21.0	-2.8	0.7	3.9	-4.2	-4.4	6.9	-3.7	-16.3	-4.3
rCAG binder	12.8	-0.5	1.2	1.1	0.2	-8.6	4.8	-2.9	-3.7	-5.8
NPR2 activator	-3.5	5.1	-1.8	-3.4	-1.4	-0.8	-1.2	-2.9	0.5	5.6
